Epigenetic derep: derepresses silenced GFP reporter in murine cells; murine LDR cells, GFP reporter derepression, 30 h; Potency, µM (top dose mostly 53.9 µM), for the others: at the top dose GFP activation, usual class: activators; 280,000 compounds, 0.2% hits; AID 1865; note: potency is the fitted concentration of half-maximal effect; % of control where 0% means no effect; nearly all actives have a fitted effect of over 60% in size
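Murine LDR cells carrying a silenced, genomically integrated CMV-driven GFP reporter were exposed to compound for 30 hours at 37 C. After PBS washes, GFP-positive cells (20–120 um objects) were counted by laser-scanning microplate cytometry.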
CBFb-RUNX1 inh: blocks binding between human CBF-beta and RUNX1; Q01196+Q13951; AlphaScreen CBFb-His/RUNX1-biotin binding, biochemical; Potency, µM (doses to about 59.8 µM), without a hit: top-dose activity, negative = inhibition, actives largely listed as inhibitors; 230,000 tested, under 10 active; note: % of control where 0% means no effect
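Read-out: AlphaScreen. Format: His-CBF-beta with biotinylated RUNX1 (30 nM each) preincubated 20 min, compound 15 min, Ni-chelate plus streptavidin beads 90 min; room temperature throughout.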
Tau FP inhib: inhibitors of human tau fibril formation; AID 1468; K18 P301L tau heparin fibrillization, Alexa594 FP, 6 h; P10636; Potency, µM (highest dose often 57.7 µM), for inactives: top-dose activity, negative = inhibition, hits mostly inhibitors; 280,000 compounds, 0.39% hits; note: potency is the fitted concentration of half-maximal effect; % is set by controls: 0 for no effect and ±100 for the full control effect; nearly all actives have a fitted effect of over 55% in size
Target sequence (P10636 561-689 P618L limits assumed): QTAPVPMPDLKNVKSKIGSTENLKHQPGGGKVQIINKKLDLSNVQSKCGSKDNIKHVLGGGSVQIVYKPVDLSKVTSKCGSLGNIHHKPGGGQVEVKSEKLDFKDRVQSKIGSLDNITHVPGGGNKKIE
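Heparin (20 uM) drove fibril formation of recombinant tau K18 P301L, 15 uM unlabeled with 0.24 uM Alexa 594 label, for 6 hr at 37 C in 100 mM sodium acetate pH 7. Fluorescence polarization (555/632 nm) read 1 hr after 30 uM ThT.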
TRb-SRC2 inh: TRbeta-SRC2 interaction inhibition; P10828; TRbeta-SRC2 peptide binding, fluorescence polarization; receptor liganded with 1 µM T3; Potency, µM (titrated, usually from 106 µM), for inactives: at the top dose activity change, negative = inhibition, most hits filed as inhibitors; 280,000 compounds, 0.065% hits; AID 1469;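 note: potency is the fitted concentration of half-maximal effect; plate controls were bound peptide for no effect and peptide without receptor for full effect; nearly all actives have a fitted effect of over 50% in size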
Target sequence (P10828 whole entry, looked up): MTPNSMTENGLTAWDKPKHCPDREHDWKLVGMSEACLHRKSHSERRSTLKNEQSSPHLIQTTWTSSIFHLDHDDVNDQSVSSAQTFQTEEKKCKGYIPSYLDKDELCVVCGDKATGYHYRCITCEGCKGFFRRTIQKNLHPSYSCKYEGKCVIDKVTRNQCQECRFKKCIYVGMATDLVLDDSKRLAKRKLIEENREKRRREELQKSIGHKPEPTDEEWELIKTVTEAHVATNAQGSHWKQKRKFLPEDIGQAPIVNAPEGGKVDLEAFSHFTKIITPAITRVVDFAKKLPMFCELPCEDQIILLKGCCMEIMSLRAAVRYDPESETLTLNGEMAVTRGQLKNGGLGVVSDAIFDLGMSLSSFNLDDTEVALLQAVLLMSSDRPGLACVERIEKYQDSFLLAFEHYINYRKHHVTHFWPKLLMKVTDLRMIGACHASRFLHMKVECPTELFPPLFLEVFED
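TRb LBD 0.6 uM + Texas Red SRC2 peptide 20 nM, 1 uM T3, Tris buffer w/ 5% DMSO; compound pinned, 5 h RT; FP read ex 555/em 632; normalized to unbound and bound controls.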
NPSR antag: blocks cAMP signaling of the human neuropeptide S receptor | CHO-NPSR cells, cAMP TR-FRET, antagonist mode | Q6W5P4 | AID 1461 | 220,000 compounds, 1% hits | Potency, µM (highest dose often 38.3 µM), inactives show top-dose activity change, negative = inhibition, most hits filed as inhibitors; note: potency is the fitted concentration of half-maximal effect; % is set by controls: 0 for no effect and ±100 for the full control effect; nearly all actives have a fitted effect of over 50% in size; many of its hits are not listed in these tables
GLA spleen mod: alpha-galactosidase A (human) modulation. human spleen homogenate, 4MU-alpha-Gal fluorescence, 40 min. Potency, µM (titrated, usually from 80 µM), inactives show top-dose activity change, negative = inhibition, actives largely listed as inhibitors. 240,000 compounds, 0.008% hits. AID 2107;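 note: potency is the fitted concentration of half-maximal effect; 0% = enzyme with vehicle and -100% = no enzyme basal signal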
Target sequence (P06280 32-429 limits assumed): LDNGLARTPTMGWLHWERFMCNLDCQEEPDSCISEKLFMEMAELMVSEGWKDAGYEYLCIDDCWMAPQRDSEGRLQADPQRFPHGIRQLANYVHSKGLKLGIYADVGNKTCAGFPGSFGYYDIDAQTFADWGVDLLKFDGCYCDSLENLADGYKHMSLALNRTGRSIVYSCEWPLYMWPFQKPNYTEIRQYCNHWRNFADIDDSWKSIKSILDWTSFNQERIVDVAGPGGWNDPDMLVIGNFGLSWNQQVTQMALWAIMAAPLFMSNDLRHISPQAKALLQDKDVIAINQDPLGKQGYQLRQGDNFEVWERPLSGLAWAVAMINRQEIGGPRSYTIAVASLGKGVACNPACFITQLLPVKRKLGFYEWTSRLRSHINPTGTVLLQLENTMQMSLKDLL
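qHTS titration in buffer at pH 5.0. Alpha-galactosidase activity in spleen homogenate was measured via 4-methylumbelliferone release from 1 mM fluorogenic substrate after 40 min at 37C and a pH 10 stop. AC50 came from Hill fits of control-normalized data.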
Tau fluor counter: counter-screen for tau fibril formation inhibitors | tau K18 P301L Alexa594 fluorescence, heparin fibrillization | Potency, µM (titrated, usually from 57.7 µM), for the others: at the highest dose activity change, negative = decrease | 280,000 compounds, 0.93% hits; note: potency is the fitted concentration of half-maximal effect; % is set by controls: 0 for no effect and ±100 for the full control effect; nearly all actives have a fitted effect of over 55% in size
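Human tau K18 P301L (15 uM unlabeled, 0.24 uM Alexa 594-labeled) in 100 mM sodium acetate pH 7 with 20 uM heparin, 6 hr at 37 C. ThT 30 uM added, 1 hr ambient; Alexa 594 FP and total fluorescence read at 555/632 nm.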
TR SRC2 fluor cs: alters Texas Red total fluorescence, flagging assay interference; TRb/SRC2 Texas Red total fluorescence interference; Potency, µM (doses to about 106 µM), for the others: top-dose fluorescence change, negative = quenching; 280,000 compounds, 0.29% hits; AID 1479; active = well fitted curve in either direction with a large enough effect; inconclusive = small, poorly fitted or top-dose-only effect; note: potency is the fitted concentration of half-maximal effect; % is set by controls: 0 for no effect and ±100 for the full control effect
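Flags fluorescent or light-absorbing compounds by total fluorescence, S + 2P, at 555 nm excitation and 632 nm emission. Mixture: 20 nM Texas Red SRC2 peptide, 0.6 uM human TRb LBD, 1 uM T3, 5% DMSO; compound exposure 5 h at ambient temperature.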
* hit, by the source's call; ? = inconclusive; nt = not tested or not shown; & = joins results of further samples; [ ] = another dose, or the depositor's remark. Unless noted, calls come from the whole dose curve; as a rule, active = well fitted curve in the direction sought with a large enough effect; inconclusive = small, poorly fitted or top-dose-only effect, or another doubt; inactive = no such curve, though single readings can be large; an effect the other way counts as inactive or inconclusive. A portion of the library; rates above refer to the full screens.

Values run as follows: Epigenetic derep	CBFb-RUNX1 inh	Tau FP inhib	TRb-SRC2 inh	NPSR antag	GLA spleen mod	Tau fluor counter	TR SRC2 fluor cs
- CCN(c1cccc(C)c1)S(=O)(=O)c1c(C)nc2sc(C)cn2c1=O
    -2.9%	nt	7.5%	-2.9%	nt	nt	-3.7%	-1.6%
- Cc1ccc(-c2cc3nc(-c4ccc(Br)cc4)cc(N)n3n2)cc1
    0.0%	13.6%	?	7.0%	-3.4%	1.4%	?	1.1%
- CC(=O)N1CCN=C1SCc1ccc(Br)cc1
    -0.8%	-0.2%	-0.8%	7.5%	-6.6%[46.1 µM]	1.0%	-5.5%	0.8%
- CCCn1c(SCC(=O)Nc2ccc3c(c2)OCO3)nc2c1c(=O)n(C)c(=O)n2C
    -5.3%	1.2%	-4.1%	2.8%	-5.6%[46.1 µM]	10.4%	-12.6%	1.4%
- Cc1cc(/C=C(\C#N)C(=O)O)c(C)n1CCC(C)C
    1.1%	-3.5%	-1.0%	1.5%	-26.3%	2.0%	0.3%	-2.4%
- CCOC(=O)N1CCN(S(=O)(=O)c2ccc(C)c(C)c2C)CC1
    0.0%	4.3%	-0.7%	7.7%	-2.4%[46.1 µM]	7.7%	-3.0%	-0.5%
- COc1ccc(-c2ccc(CCC(=O)O)n2CC2CCCO2)cc1 (stereo not given)
    0.9%	?	-8.0%	0.0%	-20.5%	14.0%	-8.0%	-0.9%
- CN1N=C(c2ccc(F)c(F)c2)CSC1=NCc1ccccc1
    -2.2%	-5.2%	?	0.2%	-36.2%	-6.0%	-14.6%	-0.4%
- CCCOc1ccc2c3c(c(=O)oc2c1)CCCC3
    -1.0%	10.3%	7.9%	2.1%	-10.7%[46.1 µM]	-10.3%	-6.4%	0.8%
- Cc1nc2c(C#N)cnn2c2c1CCNN2C
    -1.2%	13.1%	-5.1%	-4.1%	9.0%	-3.7%	0.0%	1.6%
- Cc1[nH]c2ccccc2c(=O)c1CN(C)Cc1ccccc1
    -0.8%	6.6%	3.7%	-2.3%	1.2%[46.1 µM]	4.5%	-0.7%	-0.5%
- CCN1CCN(CC(=O)Nc2cc3c(cc2C(C)=O)OCO3)CC1
    -4.2%	10.3%	3.7%	1.9%	5.7%	-2.0%	3.9%	-1.8%
- O=C1CS/C(=N\NC(=O)c2ccccc2)N1
    1.8%	3.0%	-7.2%	-14.4%	-41.5%	12.1%	-10.5%	0.2%
- COc1ccc(C)cc1NC(=O)C(OC(=O)CNC(=O)c1cc(C)cc(C)c1)c1ccccc1 (stereo not given)
    4.0%	2.6%	-2.5%	0.9%	-0.1%	1.8%	-19.0%	1.5%
- O=C(c1ccccc1)[C@@H]1[C@@H]2C(=O)N(c3ccc(F)cc3)C(=O)[C@@H]2C2CCCN21 (stereo not given in full)
    ?	-8.4%	0.0%	6.6%	3.0%[7.67 µM]	1.6%	-14.3%	0.0%

Rewritten with bars between the fields: part of the list above
structure | Epigenetic derep | CBFb-RUNX1 inh | Tau FP inhib | TRb-SRC2 inh | NPSR antag | GLA spleen mod | Tau fluor counter | TR SRC2 fluor cs
Cc1nc2c(C#N)cnn2c2c1CCNN2C | -1.2% | 13.1% | -5.1% | -4.1% | 9.0% | -3.7% | 0.0% | 1.6%
Cc1[nH]c2ccccc2c(=O)c1CN(C)Cc1ccccc1 | -0.8% | 6.6% | 3.7% | -2.3% | 1.2%[46.1 µM] | 4.5% | -0.7% | -0.5%

Other compounds.
Values run as follows: Epigenetic derep	CBFb-RUNX1 inh	Tau FP inhib	TRb-SRC2 inh	NPSR antag	GLA spleen mod	Tau fluor counter	TR SRC2 fluor cs
- CCn1c(SCc2nc3ccccc3c(=O)[nH]2)nc2ccccc2c1=O
    -1.0%	5.3%	-8.5%	2.2%	5.7%	6.0%	-13.5%	-0.6%
- COc1ccc(-c2cc(C(F)(F)F)nc(SCC(=O)N3CCC(C)CC3)n2)cc1
    0.0%	nt	-3.5%	-1.0%	nt	nt	-2.1%	4.2%
- O=C(c1ccc(CS(=O)(=O)c2ccc(Br)cc2)o1)N1CCOCC1
    -1.0%	-0.7%	5.7%	-6.2%	1.8%[46.1 µM]	-9.6%	-6.3%	-1.0%
- CCOC(=O)N1CCN(CC(O)COc2ccccc2C(C)CC)CC1 (stereo not given)
    6.6%	4.2%	5.9%	8.7%	15.1%[46.1 µM]	-1.1%	7.4%	2.5%
- NN1C(=O)c2cccc3c(C(=O)O)ccc(c23)C1=O
    -2.2%	9.0%	-3.5%	-5.8%	22.9%	0.5%	-2.1%	-4.6%
- CCN(CC)S(=O)(=O)c1ccc(C(=O)Nc2ccc3c(c2)OCO3)cc1
    -0.7%	-15.7%	7.4%	0.3%	-10.2%	-1.3%	-13.0%	0.1%
- COc1ccc(C(=O)C[n+]2ccc3c(c2)nc(-c2ccc(OC)cc2OC)n3C)cc1
    -2.3%	-0.3%	-5.8%	-10.4%	1.4%[46.1 µM]	9.1%	-6.0%	-0.7%
- Cc1ccc2c(c1)N(Cc1ccncc1)C(=O)C(C)O2 (stereo not given)
    -0.9%	6.7%	3.6%	4.8%	18.1%[46.1 µM]	10.5%	1.3%	-1.6%
- CC(=C1C(=O)c2ccccc2C1=O)N1CCc2ccccc2C1
    -1.1%	1.5%	-6.8%	-6.2%	-12.2%[46.1 µM]	7.9%	-15.1%	-5.6%
- Cc1cnc(NC(=O)COc2cccc3c2OC(C)(C)C3)s1
    -3.1%	0.4%	4.7%	-4.7%	-9.2%[46.1 µM]	-5.3%	-6.8%	-1.7%
- CS(=O)(=O)c1ccc(-c2nc(-c3ccc(F)cc3)c(-c3ccncc3)[nH]2)cc1
    0.8%	3.2%	-2.7%	1.3%	nt	7.2%	-12.2%	-1.4%
- CCOC(=O)[C@H]1NN=C(C(=O)OC)[C@@H]1c1ccccc1
    -0.1%	3.5%	-0.5%	6.4%	7.0%	-4.9%	1.8%	3.3%
- NS(=O)(=O)c1ccc(CNC(=O)/C=C/c2ccc(S(=O)(=O)N3CCOCC3)cc2)cc1
    -1.1%	8.5%	1.5%	-1.5%	10.1%	3.0%	2.2%	2.5%
- O=C(CSc1nnc(-c2ccco2)o1)N1c2ccccc2CCc2ccccc21
    -1.1%	-4.1%	-1.7%	-4.6%	-26.6%[46.1 µM]	3.4%	-7.8%	4.6%
- O=C(COC(=O)c1ccco1)NCC1CCCO1 (stereo not given)
    1.0%	1.3%	6.4%	-11.0%	1.7%[46.1 µM]	-2.6%	6.0%	-4.7%
- O=C(Nc1cc(=O)[nH]c2ncnn12)c1ccc(Cl)cc1Cl
    -1.1%	0.6%	5.4%	-6.2%	-8.2%[46.1 µM]	5.5%	-5.4%	-1.6%
- CC1CCN(S(=O)(=O)c2ccc3c(c2)c(=O)c(C(=O)NCCc2ccccc2)cn3C)CC1
    -1.7%	nt	-21.2%	-11.7%	nt	nt	-19.3%	-2.5%
- COc1ccc(NC(=O)C(NC(=O)C2CCC(C)CC2)C(C)C)cc1 (stereo not given)
    -2.3%	nt	3.7%	-5.5%	nt	nt	-26.5%	-0.2%
- CCOC(=O)C1CCN(Cc2ccc(N(C)C)cc2)CC1
    0.0%	-5.4%	1.4%	-18.4%	-9.3%[46.1 µM]	-13.7%	2.3%	1.1%
- Cc1nnc(Sc2cc(C(=O)NCCCOC(C)C)c3ccccc3n2)s1
    6.6%	-1.4%	-3.7%	7.4%	3.6%	-15.3%	-1.4%	-1.3%
- O=C(Cc1cc(=O)[nH]c(=O)[nH]1)NCc1ccccc1
    1.3%	4.3%[2.36 µM]	7.7%	2.6%	11.4%	-5.6%	-0.7%	-0.3%
- CN(CCO)c1cc(N2CCCCC2)c2nonc2c1[N+](=O)[O-]
    -1.5%	21.6%	4.0%	-1.5%	-9.8%	11.7%	-7.4%	0.0%
- COc1cc(C=O)c(Cl)cc1OCC(N)=O
    -3.2%	-0.6%	-1.1%	1.1%	7.5%	1.6%	-5.0%	-1.4%
- O=C(c1ccccc1)C(Cn1cncn1)C(Sc1ccccc1)c1ccccc1 (stereo not given)
    -0.7%	-1.9%	8.5%	-3.2%	-15.6%[46.1 µM]	6.1%	-3.3%	1.0%
- O=C(CN1CCN(Cc2ccccc2)CC1)N1CCN(c2ccccc2)CC1
    -2.1%	1.6%	0.1%	-2.6%	-18.0%	3.8%	-10.5%	0.9%
- O=C(Cc1cccc2ccccc12)N1CC[C@@]2(O)CCCC[C@H]2C1
    -0.1%	10.5%	4.9%	4.0%	0.2%	3.0%	-3.4%	-2.1%
- COc1cccc(OC)c1C(=O)Nc1ccccc1N1CCCC1
    0.0%	-2.6%	3.9%	-13.9%	-8.6%[46.1 µM]	8.0%	3.8%	-0.5%
- CC(=O)c1cccc(NC(=O)C2CCN(S(=O)(=O)c3ccccc3)CC2)c1
    0.6%&0.0%	5.8%	-11.3%&-6.9%	-3.2%&-14.6%	-18.8%[46.1 µM]	-1.3%	-16.2%&-13.7%	-1.1%&-2.3%
- COc1cc2c3nnc(-c4ccc(F)cc4)c-3cn(Cc3cccc(C)c3)c2cc1OC
    3.55µM*	12.3%	-3.5%	-12.4%	-17.2%[46.1 µM]	4.9%	-26.3%	-2.8%
- CCC(=O)NC(C)c1nc2ccccc2n1C (stereo not given)
    0.0%	2.0%	-0.6%	-1.0%	-3.5%[46.1 µM]	-8.7%	7.5%	-6.2%
- CC(=O)Nc1ccc(NC(=O)c2nc(-c3ccccc3)oc2C)cc1
    12.2%	-2.4%	1.5%	6.5%	-6.3%	6.7%	-15.5%	-1.8%
- CCNC(=S)N1CCN(S(=O)(=O)c2ccc(C)c(C)c2)CC1
    -0.8%	3.4%	2.6%	1.5%	-5.6%	1.4%	-1.6%	-1.7%
- C=CCC(CC=C)(NC(=O)c1ccccc1)c1ccccc1
    -4.5%	7.3%	0.0%	-10.8%	-17.1%[46.1 µM]	-0.1%	2.4%	-0.5%
- Cc1nn(C)c(Cl)c1C(N)=O
    -1.2%	8.0%	15.4%	-2.5%	8.6%	9.9%	10.1%	-5.0%
